XIAP displacement: XIAP antagonists, biochemical, IAP family, fluorescence polarization (AID 1018); XIAP BIR domain, fluorescence polarization peptide displacement; higher % means a stronger effect; displacement, % at 20 µM; hits with a dose series show IC50 in µM; hit rate 0.007% among 200,000; in the data active means displacement above about 50%; further: a part of the inactive calls stands beside numbers as strong as those of hits
TNAP activation fold: human TNAP enzyme activators, primary screen, biochemical, luminescent, no phosphate acceptor, uHTS (AID 1001); purified TNAP, luminescent activation assay, no phosphate acceptor; higher activation fold means a stronger effect; one-dose activation fold at 20 µM; EC50 in µM for titrated hits; hit rate 0.03% among 200,000; in the data active means activation fold from about 3, or a potency from the dose series; inactive means the rest, 99 in 100 with activation fold below about 1.6; further: many of its hits are not listed in these tables
KOR beta-arrestin-1: KOR antagonists, beta-arrestin recruitment, cell-based, luminescence, uHTS (AID 1778); KOR beta-arrestin recruitment, luminescence, antagonist mode; higher % means a stronger effect; inhibition, % at 10 µM; hits with a dose series show IC50 in µM; hit rate 0.091% among 290,000; further: strong numbers were not always called active
NOD2 inhibition: NOD2 signaling inhibitors, cell-based, luminescence, uHTS, HEK293 (AID 1566); hit rate 0.63% among 290,000; inhibition, % at 4 µM, or EC50 in µM where a hit was titrated; HEK293 NOD2/NF-kB luciferase reporter, luminescence; higher % means a stronger effect; further: many of its hits are not listed in these tables
human PMI inhibition: MPI enzyme activity inhibition – biochemical, fluorescence intensity, coupled assay, primary screen (AID 1209); hit rate 0.42% among 190,000; one-dose inhibition, % at 20 µM; IC50 in µM for titrated hits; purified PMI enzyme, coupled fluorescence intensity; higher % means a stronger effect;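 further: plate controls were DMSO vehicle for no effect and wells lacking substrate for full effect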
KOR beta-arrestin-2: KOR agonists, beta-arrestin recruitment, primary screen, cell-based, luminescence, uHTS (AID 1777) | KOR beta-arrestin recruitment, luminescence; higher % means a stronger effect | activation, % at 10 µM, or EC50 in µM where a hit was titrated | hit rate 0.02% among 280,000; in the data active means activation above about 50%, passing the limit was not always enough; further: a part of the inactive calls stands beside numbers as strong as those of hits
LYP phosphatase: inhibitors of LYP phosphatase, biochemical, fluorescence intensity, uHTS (AID 1779). one-dose inhibition, % at 11.5 µM; IC50 in µM for titrated hits. hit rate 0.054% among 290,000. recombinant LYP phosphatase, fluorescence intensity; higher % means a stronger effect;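 further: plate controls were vehicle with enzyme for no effect and no enzyme for full effect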
human PMI inhibitors: MPI inhibition at elevated mannose 6-phosphate – biochemical, fluorescence intensity, high mannose 6-phosphate, primary screen (AID 1220) | recombinant PMI enzyme, coupled fluorescence intensity; higher % means a stronger effect | inhibition, % at 20 µM; hits with a dose series show IC50 in µM | hit rate 0.66% among 190,000
NOD1 inhibition: inhibition of NOD1-driven NF-kB reporter – cell-based, luminescence, uHTS, primary screen (AID 1578); inhibition, % at 4 µM; hits with a dose series show EC50 in µM; NOD1-driven NF-kB luciferase reporter cells, luminescence; higher % means a stronger effect; hit rate 1% among 290,000; in the data active means inhibition mostly above about 36%, no sharp cut-off; inactive means mostly below about 34%;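 further: HEK-293T reporter cells stimulated with the NOD1 agonist gamma-tri-DAP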
* marks the source's active call; other numbers are inactive results; . = not tested or not shown; & = joins results of further samples; [ ] = another dose, or the depositor's remark. Unless noted, no stated cut-off is given here; in the data, active means inhibition above about 50%; inactive means the rest. The list is partial; rates above refer to the full screens.

mol	XIAP displacement	LYP phosphatase	human PMI inhibitors	KOR beta-arrestin-1	KOR beta-arrestin-2	TNAP activation fold	NOD2 inhibition	NOD1 inhibition	human PMI inhibition
COc1nc(-c2ccccc2)ccc1-c1noc(-c2cccnc2)n1	-7.6%	-3%	-1%	.	7.8%	1.1	-1%	-20%	2%
CCOC(=O)c1ccc(N2Cc3ccccc3C2=NC(=O)c2cccs2)cc1	0.3%	0%	-4%	-9%	-1.1%	1.1	6%	-27%	1%
COc1ccccc1CNC(=O)c1cc2ccccc2o1	.	-3%	.	-5%	-6.3%	.	7%	-22%	.
COCCn1c(CN2CCN(C)CC2)nc2c1c(=O)n(C)c(=O)n2C	-5.3%	-12%	-2%	3%	2.1%	1.2	14%	2%	0%
Cc1ccc2cc(C)c(SCC#N)nc2c1	-5.6%	2%	6%	-4%	5.5%	1.1	2%	-20%	7%
CCOc1ccccc1NC(=O)C1=C(C)NC(=O)NC1c1cccc(OC)c1OC (configuration not stated)	-5.2%	-9%	1%	9%	-0.1%	1	6%	-7%	3%
CCCN1C(=O)/C(=C/c2c(NCCCOC(C)C)nc3c(C)cccn3c2=O)SC1=S	-9.0%	-6%	10%	9%	-2.9%	0.8	7%	-51%	5%
COc1cccc(/C=C2\Oc3cc(OCC(=O)N4CCCC4)ccc3C2=O)c1OC	.	3%	.	-13%	-0.5%	.	17%	-21%	.
O=C(CC1C(=O)NCCN1CC1CCCCC1)NCc1cc(F)ccc1F (configuration not stated)	-5.8%	7%	2%	6%[20 µM]	.	1	-22%	-3%	0%
COc1ccc(OC)c(-n2cnc3cc(C(=O)NCCCN4CCOCC4)ccc32)c1	-3.2%	1%	8%	25%	-0.9%	1.1	-120%	21%	11%
COc1ccc(CNC(=O)CN(Cc2ccc(OC)cc2)C(=O)CCC(=O)Nc2ccccn2)cc1	.	0%	.	27%	-2.0%	.	-4%	-3%	.
Cc1ccccc1CN(C)CC(=O)Nc1ccccc1Oc1ccccc1	-4.7%	4%	2%	-29%	1.9%	1.1	-12%	-19%	19%
COc1ccc(CNC(=O)c2cccs2)cc1	-1.9%	-7%	7%	-16%	-5.7%	1.1	2%	12%	9%
Cc1ccc(C(=O)NC2CCS(=O)(=O)C2)cc1S(=O)(=O)N1CCCC1 (configuration not stated)	.	-2%	.	21%	0.2%	.	-10%	-21%	.
CC(=O)N1CCN(S(=O)(=O)c2cccc(C(=O)OCN3C(=O)c4ccccc4C3=O)c2)CC1	.	-7%	.	-3%	-2.4%	.	-15%	32%	.
Cc1cc(C)c(NC(=O)C2CSCCS2)c(C)c1 (configuration not stated)	-6.4%	-8%	6%	31%	-8.2%	1	-2%	-38%	10%
CN(C)S(=O)(=O)c1cccc(C(=O)Nc2ccccc2)c1	-8.2%	-2%	6%	-14%	2.1%	1.1	7%	-31%	11%
S=C(NCCCc1ccccc1)Nc1ccc(Cl)cc1	0.2%	-2%	10%	-14%	-2.4%	2.1	-5%	65%	12%
Cc1ccc(/C(O)=C2\C(=O)C(=O)N(C)C2c2ccc(Br)cc2)cc1 (configuration not stated)	.	-3%	.	8%	-0.1%	.	7%	-22%	.
O=C(Nc1ccc2sccc2c1)c1cccc(N2C(=O)CCC2=O)c1	-5.0%	-4%	5%	24%[20 µM]	-0.8%	1	-48%	-42%	9%

Continued, overlapping the part above by two compounds.
mol	XIAP displacement	LYP phosphatase	human PMI inhibitors	KOR beta-arrestin-1	KOR beta-arrestin-2	TNAP activation fold	NOD2 inhibition	NOD1 inhibition	human PMI inhibition
Cc1ccc(/C(O)=C2\C(=O)C(=O)N(C)C2c2ccc(Br)cc2)cc1 (configuration not stated)	.	-3%	.	8%	-0.1%	.	7%	-22%	.
O=C(Nc1ccc2sccc2c1)c1cccc(N2C(=O)CCC2=O)c1	-5.0%	-4%	5%	24%[20 µM]	-0.8%	1	-48%	-42%	9%
O=C(COc1ccccc1)NC(NC(=S)Nc1ccccc1C(=O)O)C(Cl)(Cl)Cl (configuration not stated)	0.8%	2%	-4%	-23%	3.3%	1.1	6%	6%	4%
CCCn1c(CCC(=O)O)ccc1-c1cccs1	-3.8%	-5%	2%	-24%	3.2%	1.1	-2%	3%	1%
C=CCNC(=O)COC(=O)CCC(=O)c1cccs1	.	2%	.	-3%	3.2%	.	5%	-3%	.
O=C(c1ccco1)N1CCN(C(=O)c2cccc3c2C(=O)N(Cc2cccnc2)C3)CC1	-5.1%	-10%	-10%	-25%	5.0%	1.1	8%	19%	-2%
O=C(NCc1ccc(Cl)cc1)c1ncn[nH]1	-2.8%	-11%	-10%	-14%[20 µM]	-4.3%	1.2	5%	-24%	-9%
CCCCOc1ccc(-c2nnn(CC(=O)NCCc3c[nH]c4ccccc34)n2)cc1	1.3%	-6%	17%	5%	4.0%	1.1	-13%	-17%	12%
Cc1cccc(-n2nnc(C(=O)NCc3ccccc3)c2N)c1	-14%	-4%	16%	-55%	3.7%	1.1	-3%	-35%	6%
Cc1ccc(CCNS(=O)(=O)c2ccc3c(c2)NC(=O)C(C)C(=O)N3)cc1 (configuration not stated)	.	-12%	.	-6%[20 µM]	1.2%	.	20%	-2%	.
S=C(NCc1ccccc1Cl)NC1CCCC1	-1.3%	-8%	-6%	-17%	-3.4%	1	-5%	-10%	-5%
Nc1ncnc(Nc2cccc(F)c2)n1	.	-3%	.	16%	1.6%	.	21%	6%	.
Cc1cc(C(=O)Cn2nc(C(=O)O)c3ccccc3c2=O)c(C)n1-c1ccc(F)cc1	2.6%	4%	7%	-56%	1.9%	1.1	-52%	-38%	0%
COC(=O)C(NC(=O)c1ccco1)(Nc1nc(C2CC2)cs1)C(F)(F)F (configuration not stated)	0.1%	-6%	-36%	-14%	-0.9%	1.1	3%	-3%	-15%
Cc1ccc(NS(=O)(=O)c2ccc3c(c2)NC(=O)CCS3)c(Br)c1	.	-12%	.	0%	-1.3%	.	8%	6%	.
CN(C)CCCN1C(=O)C(=O)/C(=C(/O)c2ccncc2)C1c1cccc(Br)c1 (configuration not stated)	-2.2%	0%	-20%	6%	-3.5%	1.1	17%	4%	3%
CCOC(=O)c1nnn(-c2nonc2N)c1CN(CC)c1ccccc1	3.1%	-1%	6%	-33%	-0.8%	1.1	-2%	-57%	12%
S=C(NCc1cccnc1)c1ccccc1	.	-8%	.	22%	-2.6%	.	3%	-11%	.
O=C(Cn1cccc1C(=O)c1ccccc1)NCc1cccs1	-4.2%	-2%	1%	-6%	0.1%	1.1	1%	3%	5%
C/C(=N\NC(=O)Cc1c(Cl)cccc1Cl)c1cccnc1	.	-11%	.	8%	-2.8%	.	4%	-18%	.
N#Cc1cnc(Oc2ccc(Cl)cc2)nc1N	.	-7%	.	10%	5.8%	.	-5%	-2%	.
O=C(Nc1cccc(Cl)c1)Nc1nccs1	-0.4%	-3%&-5%	6%	30%&-8%	-3.7%&1.7%	1	-41%&-53%	-37%&0%	10%
CC(C)c1nccn1S(=O)(=O)c1cccc([N+](=O)[O-])c1	-23%	-5%	-3%	9%	-1.7%	1.1	14%	-27%	7%
C=CCN1CC(c2nc3ccccc3n2Cc2ccccc2)CC1=O (configuration not stated)	-6.8%	3%	-1%	-18%	4.8%	1.1	-15%	-18%	-9%
Brc1cccc(CN2CCCCCC2)c1	.	-8%	.	1%[20 µM]	-0.8%	.	5%	-23%	.
Cc1ccccc1NC(=S)N1CCCCCC1	.	-10%	.	0%	0.3%	.	2%	-39%	.
O=C(Cn1nc(C(F)(F)F)c2c1CCCC2)NC1CCCC1	-7.3%	-4%	1%	-28%	7.5%	1	-6%	10%	3%
CCOC(=O)c1ccc(NC(=O)c2cn(CCC#N)nc2-c2ccc3c(c2)OCCO3)cc1	-4.5%	-7%	4%	-2%	3.3%	1.6	-7%	-25%	4%
COc1ccc(/C(C)=N/N=C(N)N)c(O)c1	.	-13%	.	16%	4.0%	.	27%	11%	.
O=C(NCc1cccnc1)c1ccc(Cl)cc1[N+](=O)[O-]	-4.1%	-6%	17%	16%	-3.0%	1.1	16%	-6%	13%
Cc1ccc(Sc2nc(C)c([N+](=O)[O-])c(C)c2C#N)cc1	.	-4%	.	18%	0.8%	.	16%	13%	.
CCOc1ccc(NC(=O)CN(C)C(=O)c2ccncc2)cc1OCC	.	-1%	.	0%	0.3%	.	-2%	-56%	.
NC(=O)c1ccsc1NC(=O)C1CCCCC1	0.7%	-12%	-2%	2%	-1.3%	1.2	1%	-13%	-4%
C=C1SC(=Nc2ccccc2Cl)N(C(=O)c2sc3ccccc3c2Cl)C12CCCCC2	.	2%	.	15%	-0.7%	.	-15%	-10%	.
O=C(NC1CCCCC1)Oc1cc2oc(=O)sc2cc1Br	.	-10%	.	-19%	-1.4%	.	17%	4%	.
O=C(CSc1ncnc2ccccc12)NCC(=O)c1ccccc1	-2.0%	-7%	-6%	2%	1.3%	1.1	4%	-18%	-2%
O=C(Nc1ccccc1C(=O)N1CCN(c2cccc(Cl)c2)CC1)C1=CSCCO1	.	-7%	.	-30%	4.1%	.	4%	8%	.
O=C(NC(=S)NC1CCN(Cc2ccccc2)CC1)c1ccc(F)cc1	.	-2%	.	32%	0.7%	.	8%	1%	.
COc1nccnc1NS(=O)(=O)c1ccc(NCc2cc(Br)ccc2O)cc1	.	-9%	.	-5%	-0.9%	.	-19%	-42%	.
CCCOc1ccc(C(=O)c2ccccc2C(=O)O)cc1OCCC	.	-4%	.	26%	0.0%	.	-5%	-8%	.
CCn1c(SCC(=O)NCc2ccco2)nnc1C(C)C	-5.2%	1%	10%	46%	-9.5%	1.1	-6%	18%	3%
COc1ccc(NC(=O)CN(C)C(C)C(=O)N2CCCCC2)cc1 (configuration not stated)	-21%	-2%	-7%	14%	-3.1%	1.1	5%	1%	0%
O=C(CC1SC(=O)NC1=O)Oc1ccc(/C=N/NC(=O)c2ccccc2O)cc1 (configuration not stated)	.	-2%	.	19%	9.7%	.	-15%	-6%	.
Cc1ccccc1NC(=O)COC(=O)C1C2CC3OC(=O)C1C3C2 (configuration not stated)	.	-4%	.	18%	1.4%	.	6%	-35%	.
COC(=O)c1ccc(NC(=O)Cc2ccc(C)cc2)cc1	-4.2%	-5%	-16%	-26%	10%	1.1	-3%	15%	-21%
Cc1ccc(S(=O)(=O)c2c(C)cc(C)nc2N2CCCCC2)cc1	-2.9%	5%	-1%	2%[20 µM]	-1.8%	1.1	2%	-18%	3%
CSc1nc(-c2ccccc2)c(C#N)c(=O)[nH]1	.	-9%	.	28%	-0.2%	.	27%	2%	.
Cc1ccc(/C=N/N2CCOCC2)s1	-7.5%	-3%	-5%	-22%	0.8%	1	-9%	-39%	-6%

Assay outcomes (PubChem BioAssay)
